# ROMK primary = ROMK potassium channel modulators, primary screen, cell-based, thallium flux, MLSMR library; ATP-sensitive inward rectifier potassium channel 1 (Homo sapiens), P48048; Tet-inducible ROMK, thallium flux fluorescence; actives lie on both sides; B-score at 10 µM; 2% of 130,000 active; AID 1918, 2009;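 active = signal ratio slope over the read window, or its plate-corrected B-score, at least 3 SD from the plate mean, either direction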;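 note: B-score of the F/F0 ratio slope over 7 to 12 s after thallium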
# S1P3 antag = S1P3 receptor antagonists, primary screen, cell-based; 0.27% of 170,000 active; Sphingosine 1-phosphate receptor 3 (Homo sapiens), Q99500; inhibition, % at 4.98 µM; CHO S1P3 NFAT-BLA reporter, FRET fluorescence, antagonist mode;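 active = inhibition above the plate cutoff, the mean inhibition of test wells on that plate plus 3 SD, cut at about 28% in these data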;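 note: cells challenged with S1P at its EC80 of 0.8 µM; blue over green emission ratio from cleaved BLA substrate after 4 h stimulation; 0% = S1P-stimulated wells and 100% = unstimulated DMSO-only wells; some compounds past the cut are filed as inactive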
# L major viab = Leishmania major promastigote growth inhibition, primary screen; 9% of 200,000 active; AID 1063, 2008; Leishmania major promastigotes, resazurin fluorescence viability; inhibition, % at 10 µM; in the data active = inhibition above about 50%;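 note: promastigotes grown with compound for 44 hours at 28 °C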
# DTT redox prof = compounds producing H2O2 with reducing agent – biochemical, NIH compound library profiling, artefact control for MLSCN library redox annotation, primary screen; DTT-dependent redox cycling H2O2, phenol red/HRP absorbance; 100% = 100 µM peroxide control, 0% = buffer; activation, % at 10 µM; 0.03% of 200,000 active; AID 878, 2007;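 active = activation of at least 50% relative to the plate's high and low controls in the primary single-dose screen; inactive = activation below 50%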;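 note: compound incubated with DTT at 0.8 mM final as the reducing agent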
# SRC2 TRFRET art = TR-FRET signal artefacts, primary screen, artefact control for PPARgamma SRC-2 agonist project, biochemical; 0.4% of 200,000 active; TR-FRET ratio at 8 µM; TR-FRET artefact counter-screen; hits give high values; AID 1049, 2008; in the data active = TR-FRET ratio above about 2000; note: inactives centre near 1500
# PPARg SRC-1 ag = PPARgamma agonists recruiting SRC-1 coactivator, primary screen, biochemical. Peroxisome proliferator-activated receptor gamma (Homo sapiens), P37231. PPARgamma-SRC-1 coactivator recruitment biochemical assay. activation, % at 8 µM. 0.41% of 200,000 active; in the data active = activation above about 19%;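 note: 0% = DMSO and 100% = reference agonist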
# TLR4-MyD88 BLA = inhibitors of TLR4-MyD88 association in cells, primary screen, cell-based, HeLa CL3-4, BLA complementation, FRET ratio; HeLa CL3-4 TLR4/MyD88 BLA complementation; inhibition, % at 8.4 µM; 0.18% of 200,000 active; AID 861, 2007; Toll-like receptor 4 (Homo sapiens) + Myeloid differentiation primary response protein …; in the data active = inhibition above about 25%;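 note: 0% = vehicle and 100% = reference inhibitor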
# Target sequence (O00206 whole entry, looked up): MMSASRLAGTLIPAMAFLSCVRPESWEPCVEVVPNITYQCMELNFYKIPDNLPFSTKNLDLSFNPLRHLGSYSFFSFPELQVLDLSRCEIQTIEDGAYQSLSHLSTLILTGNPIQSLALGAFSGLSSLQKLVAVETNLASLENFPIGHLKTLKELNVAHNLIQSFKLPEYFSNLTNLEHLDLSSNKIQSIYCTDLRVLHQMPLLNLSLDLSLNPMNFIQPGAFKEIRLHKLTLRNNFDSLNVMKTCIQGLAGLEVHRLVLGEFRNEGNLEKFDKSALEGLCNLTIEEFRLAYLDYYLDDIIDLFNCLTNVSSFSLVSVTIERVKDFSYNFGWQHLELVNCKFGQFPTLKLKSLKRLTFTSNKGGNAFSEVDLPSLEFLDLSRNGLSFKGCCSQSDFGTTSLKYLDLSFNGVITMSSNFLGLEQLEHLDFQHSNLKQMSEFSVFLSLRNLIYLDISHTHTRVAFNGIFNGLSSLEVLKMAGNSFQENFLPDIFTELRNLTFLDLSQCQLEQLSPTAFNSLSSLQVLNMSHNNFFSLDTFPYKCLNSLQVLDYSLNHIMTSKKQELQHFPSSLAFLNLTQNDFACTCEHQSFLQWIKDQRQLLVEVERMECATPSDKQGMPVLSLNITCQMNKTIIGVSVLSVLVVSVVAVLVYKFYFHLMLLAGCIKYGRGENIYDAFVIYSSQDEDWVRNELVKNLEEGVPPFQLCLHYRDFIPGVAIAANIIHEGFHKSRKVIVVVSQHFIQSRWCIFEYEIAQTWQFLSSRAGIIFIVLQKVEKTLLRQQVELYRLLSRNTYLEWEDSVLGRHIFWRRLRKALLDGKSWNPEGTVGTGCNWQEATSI
# Target sequence (Q99836 whole entry, looked up): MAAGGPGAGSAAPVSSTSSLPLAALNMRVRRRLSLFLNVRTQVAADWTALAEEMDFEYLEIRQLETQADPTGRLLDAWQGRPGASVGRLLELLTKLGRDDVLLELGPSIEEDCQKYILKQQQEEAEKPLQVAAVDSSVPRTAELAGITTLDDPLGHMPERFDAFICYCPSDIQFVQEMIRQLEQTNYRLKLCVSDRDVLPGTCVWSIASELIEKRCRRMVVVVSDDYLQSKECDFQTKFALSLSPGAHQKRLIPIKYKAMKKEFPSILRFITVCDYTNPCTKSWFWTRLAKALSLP
# bIAP inhibitor = bovine intestinal alkaline phosphatase inhibitors, primary screen, selectivity assay for TNAP inhibitor project, biochemical, bovine IAP, CDP-star luminescence. alkaline phosphatase, intestinal [Bos taurus]. purified bovine IAP, 30 min. inhibition, % at 20 µM. 190,000 tested, under 10 active. AID 1019, 2008;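 active = over 50% inhibition of intestinal alkaline phosphatase at 20 µM in the single-dose screen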
#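 System: Purified bovine intestinal alkaline phosphatase (IAP) enzyme | Input: IAP diluted 1/65,000,000 in the well | Also added: CDP-star chemiluminescent phosphatase substrate, 30 µM final | Dosing: 20 µM single dose | Times: Enzyme reaction for 30 min at room temperature | Detection: Luminescence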
# PPARg SRC2 recr = agonists of PPARg-SRC-2 recruitment, primary screen, biochemical, HTS; Peroxisome proliferator-activated receptor gamma (Homo sapiens), P37231; PPARgamma LBD-SRC-2 recruitment; activation, % at 8 µM; 0.34% of 200,000 active; AID 1032, 2008; in the data active = activation above about 22%;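 note: 0% = vehicle and 100% = reference agonist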
# bIAP activator = bovine intestinal alkaline phosphatase activators, primary screen, biochemical, bovine IAP, CDP-star luminescence. alkaline phosphatase, intestinal [Bos taurus]. purified bovine IAP, 30 min; hits give high values; fold of DMSO-control signal, blank-subtracted. activation factor at 20 µM. 0.17% of 200,000 active;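 active = activation factor of 2 or more at 20 µM, a signal rise over negative controls twice the positive control's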
# PPARg SRC-3 ag = PPARgamma agonists recruiting SRC-3 coactivator, primary screen, biochemical; Peroxisome proliferator-activated receptor gamma (Homo sapiens), P37231; biochemical PPARgamma/SRC-3 coactivator recruitment assay; activation, % at 8 µM; 0.26% of 200,000 active; AID 731, 2007; in the data active = activation above about 23%;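 note: 0% = DMSO and 100% = reference agonist; some compounds past the cut are filed as inactive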
# Numbers without * were called inactive; nt = not tested or not shown. An unsorted share of the library; overall some 11% were active at least once.
SMILES	ROMK primary	S1P3 antag	L major viab	DTT redox prof	SRC2 TRFRET art	PPARg SRC-1 ag	TLR4-MyD88 BLA	bIAP inhibitor	PPARg SRC2 recr	bIAP activator	PPARg SRC-3 ag
OCCNc1nc(-c2cccnc2)nc2ccccc12	0.426	-52.7	10.1	2.3	1488	2.4	4.0	-4.7	2.0	1	6.7
Cc1ccccc1CN1C2=NCCN2c2ccccc21	-2.29	-12.6	17.5	0.0	1848	3.3	1.5	-42.6	6.7	1.4	8.2
COC(=O)C12CC3CC(C1)CC(n1cnc(Cl)n1)(C3)C2	nt	nt	-7.2	2.3	1479	-5.5	-11.3	6.9	2.5	0.9	2.0
CCN(CC)S(=O)(=O)c1cccc(-c2nnc(SCC(=O)NC3CCCCCC3)n2N)c1	0.34	nt	-2.1	0.2	1490	-6.1	0.4	-9.1	-3.2	1.1	-1.9
O=C(CSc1nnc(Cc2cccs2)n1Cc1ccco1)Nc1cccc(Cl)c1	nt	5.0	10.5	2.0	1565	-6.4	-9.9	18.9	3.8	0.8	2.0
CC(Cc1ccccn1)NC(=O)CCc1nnc(C2CCCCC2)o1 (stereo not drawn)	0.388	-5.3	-2.6	-1.1	1616	10.4	-8.0	-17.6	-14.3	1.2	-0.7
O=C(O)CCc1nn2c3ccccc3n(CCN3CCCCC3)c2nc1=O	-0.294	nt	1.5	1.7	1583	0.9	-4.2	1.5	9.9	1	0.3
COc1ccc(C(=O)/C=C/c2ccc(C)cc2)c(OC(=O)c2ccc([N+](=O)[O-])cc2)c1	nt	nt	8.6	2.4	1311	0.1	-11.4	13.0	-1.3	0.9	-1.4
CCc1ccc(NS(=O)(=O)c2ccc3[nH]cc(C(=O)N4CCCCC4)c(=O)c3c2)cc1	nt	-4.7	-12.0	0.6	1420	-2.8	-1.6	-1.5	7.7	1	-7.4
COC(=O)c1sc(NC(=O)COc2cccc3ccccc23)nc1C	nt	nt	-7.4	1.6	1743	7.2	-17.0	9.8	9.4	0.9	4.0
CCOc1ccc(N=C2NN=C(c3cc(C)n(CC4CCCO4)c3C)CS2)cc1 (stereo not drawn)	0.825	-6.1	11.5	-1.4	1711	21.8*	8.8	-11.2	2.5	1.1	1.6
O=S(=O)(Nc1cccc2c1CCCC2)c1ccc(Cl)cc1	-0.519	-4.9	-3.3	-0.4	1553	-1.6	-2.2	9.2	-3.2	0.9	-1.1
CCCCCCCC(=O)N/N=C(\C)c1cccnc1	-0.952	nt	-1.4	0.0	1459	-8.4	-1.4	14.2	5.8	0.9	12.2
O=C(CSc1nnc(-c2ccncc2)o1)NC1C2CC3CC(C2)CC1C3 (stereo not drawn)	1.22	-16.5	8.8	0.1	1556	4.8	1.0	18.2	1.8	0.8	-3.1
CC1CCCCC1NC(=O)COC(=O)/C=C/c1ccc2c(c1)OCO2 (stereo not drawn)	-0.108	-3.0	0.1	-0.8	1725	1.1	5.7	7.3	7.5	0.9	2.4
CCOc1ccc2nc(Cl)c(/C=C/C(=O)c3ccco3)cc2c1	nt	nt	23.2	-1.2	1497	6.6	7.8	11.5	2.1	0.9	7.3
COC(=O)c1ccc2c(c1)NC(=O)CS2	1.56	3.0	1.0	-2.0	1672	1.5	4.9	7.4	6.8	0.9	-1.7
O=C(NCC(c1cccnc1)N1CCN(c2ccccc2F)CC1)c1ccccc1 (stereo not drawn)	nt	-21.3	83.5*	0.1	1579	6.6	-7.7	3.9	-3.6	1	5.9
CCCCc1nc2ccccc2c(=O)n1NC(=O)c1c(O)c2ccccc2n(C)c1=O	-0.00508	-3.0	73.1*	0.5	1687	7.8	2.5	-13.0	2.4	1.1	3.6
CCn1c(SCC(=O)c2c(N)n(C)c(=O)n(C)c2=O)nnc1-c1ccccc1	nt	4.5	35.5	-0.7	1403	-3.7	11.9	-21.0	-7.2	1.2	4.0
CN1CCC2(CC1)N=C(c1ccc(F)cc1)C(=S)N2C(=O)c1ccc(C(C)(C)C)cc1	nt	-13.1	0.5	0.6	1361	4.2	5.1	10.0	4.1	0.9	-6.4
CC(C)Cn1c(SCC(=O)NC2CCCc3ccccc32)nc(O)cc1=O (stereo not drawn)	nt	nt	-4.4	-1.1	1507	-0.3	12.3	11.0	0.3	0.9	-9.4
Cc1cc(C(C)(C)C)cc(S(=O)(=O)Nc2ccc(O)c(C(=O)O)c2)c1C	0.481	nt	-5.8	0.0	1650	4.9	-0.6	-4.0	2.1	1	9.9
O=C(NNC(=O)c1ccccc1[N+](=O)[O-])Nc1ccc(Cl)cc1	0.34	5.0	-2.4	-0.9	1782	9.8	10.9	-14.9	0.2	1.1	1.5
COc1ccccc1N(CC(=O)Nc1cc(C)on1)S(=O)(=O)c1ccc(Cl)cc1	-0.899	nt	49.9	0.0	1522	-1.3	6.2	38.0	-0.8	0.6	-6.9
COc1ccc(NC(=O)N2CCCC(C(=O)NC(C)C)C2)cc1 (stereo not drawn)	nt	nt	-5.0	1.2	1437	10.6	0.8	19.1	-1.0	0.8	4.8
Cc1c(-n2c(SCC(=O)N(C)C3CCS(=O)(=O)C3)nc3ccccc3c2=O)c(=O)n(-c2ccccc2)n1C (stereo not drawn)	0.246	-0.6	-2.3	9.4	1493	-1.8	-5.7	-13.5	5.5	1.1	-1.0
Cc1cc(Oc2nc3c(C)cccn3c(=O)c2/C=C(\C#N)S(=O)(=O)c2ccccc2)ccc1Cl	nt	-10.3	54.4*	1.6	1604	-1.9	0.5	28.1	2.8	0.7	3.3
O=C(O)/C=C\C(=O)Nc1ccccc1C(=O)NCc1ccccc1	-0.208	nt	-1.0	1.4	1688	4.6	-2.2	-37.0	6.5	1.4	-3.5
CCCCCCCC(=O)N/N=C/c1ccc([N+](=O)[O-])o1	0.0504	7.4	91.2*	-0.3	1743	3.6	7.0	5.7	7.3	0.9	4.4
CC(=O)c1ccc(OCC(O)CN2CC(C)OC(C)C2)cc1 (stereo not drawn)	nt	-24.1	36.8	0.4	1403	-1.6	-8.8	-5.0	0.3	1.1	-4.9
CC(=O)NCCC(=O)Nc1nc(C)c(Cc2ccc3c(c2)OCO3)s1	nt	-4.0	55.9*	0.3	1435	-0.3	8.9	37.4	-6.3	0.6	-0.2
Cc1ccc(S(=O)(=O)NCC(=O)OC(C(=O)c2ccccc2)c2ccccc2)cc1 (stereo not drawn)	-2.65	nt	-5.0	3.0	1541	5.7	5.5	10.2	-0.8	0.9	-12.3
COC(=O)c1ccc(NC(=S)NCCCn2ccnc2)cc1	-1.47	-1.0	-1.3	-0.3	1767	2.9	-7.1	13.0	0.5	0.9	1.6
CC(=O)c1ccc(NC(=O)C(C)OC(=O)c2ccc(NS(=O)(=O)c3ccc(F)c(F)c3)cc2)cc1 (stereo not drawn)	1.17	4.8	-6.5	0.0	1492	3.7	5.0	-41.2	-5.0	1.4	4.3
O=C(Cc1coc2ccc3ccccc3c12)NCc1cccs1	1.22	7.6	-5.7	0.2	1651	0.7	-1.1	-16.9	3.8	1.2	-0.9
O=C(O)/C=C/c1ccccc1Oc1ccc(Cl)cc1Cl	2.08	11.6	-11.7	-0.8	1713	7.2	10.9	-5.7	8.0	1.1	7.3
Cc1csc(NC(=O)C2CCCC2)n1	0.0455	nt	-2.6	0.4	1504	3.5	-5.2	8.8	2.5	0.9	2.0
CC12CCC(C(=O)Nc3cc(Cl)ccc3Cl)(C/C1=N\O)C2(C)C (stereo not drawn)	nt	nt	5.4	1.6	1507	5.6	-8.6	-0.9	-4.2	1	-1.8
CCCCNCc1cc(Br)c(OCC(=O)N2CCOCC2)c(OC)c1	nt	nt	5.2	1.8	1626	-1.3	15.0	1.8	-2.1	1	1.3

# Continued, overlapping the part above by three compounds.
SMILES	ROMK primary	S1P3 antag	L major viab	DTT redox prof	SRC2 TRFRET art	PPARg SRC-1 ag	TLR4-MyD88 BLA	bIAP inhibitor	PPARg SRC2 recr	bIAP activator	PPARg SRC-3 ag
Cc1csc(NC(=O)C2CCCC2)n1	0.0455	nt	-2.6	0.4	1504	3.5	-5.2	8.8	2.5	0.9	2.0
CC12CCC(C(=O)Nc3cc(Cl)ccc3Cl)(C/C1=N\O)C2(C)C (stereo not drawn)	nt	nt	5.4	1.6	1507	5.6	-8.6	-0.9	-4.2	1	-1.8
CCCCNCc1cc(Br)c(OCC(=O)N2CCOCC2)c(OC)c1	nt	nt	5.2	1.8	1626	-1.3	15.0	1.8	-2.1	1	1.3
Cc1ccc2nc(Nc3nc(CSc4nc5ccccc5s4)cc(=O)[nH]3)nc(C)c2c1	nt	-1.0	39.0	0.3	1408	5.9	-10.2	-1.8	6.5	1	1.6
Fc1ccc(/C=C2\CCCC3=C2NC(=S)NC3c2ccc(F)cc2)cc1 (stereo not drawn)	-0.0168	2.5	25.8	0.3	1539	-0.3	-4.3	4.6	-8.7	1	0.7
Nc1ccccc1Nc1cc(-c2ccccc2)[nH]n1	0.82	-3.8	44.8	-1.3	1450	3.3	-7.3	3.6	12.7	1	4.8
C=CCN(c1ccc(C(=O)Nc2cccc(C)c2)cc1)S(C)(=O)=O	0.21	13.3	0.7	-0.2	1357	-8.7	2.7	-8.8	-7.9	1.1	1.9
N=c1n(CCO)c2ccccc2n1Cc1ccc(Cl)cc1	nt	-13.7	9.1	-0.4	1708	4.3	12.9	-1.8	1.3	1	-5.9
c1ccc(Cc2nnc3sc(-c4cccs4)nn23)cc1	nt	1.8	-7.5	0.3	1627	2.5	-6.6	28.1	4.4	0.7	-8.3
COC(=O)c1cccnc1-n1c(=O)c2cccnc2n(Cc2cccc(C(F)(F)F)c2)c1=O	2.73	-9.4	22.0	-0.5	1382	-2.5	4.4	-4.5	-2.8	1	-2.0
CCOc1ccccc1C1C2C(=O)N(c3ccccc3)C(=O)C2ON1c1ccccc1 (stereo not drawn)	-0.0342	0.5	-0.9	-0.2	1296	-7.1	-0.6	-0.4	-4.9	1	-6.6
CCOC(=O)c1cn(CC(=O)Nc2cccc(Cl)c2C)nn1	nt	nt	-4.2	1.3	1507	0.0	-8.3	-3.2	2.9	1	0.6
